# proKLK7 act: activators of human kallikrein-7 zymogen; purified proKLK7, EDANS-DABCYL substrate fluorescence; 100% is mature enzyme control, 0% vehicle; activation, % at 7 µM; P49862; actives 0.9% (n = 370,000); AID 652039;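 active means activation above the mean of all tested compounds plus 3 SD, computed per campaign excluding outliers beyond control limits, cut at about 13% in these data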
# SIAE inh: human SIAE inhibition, primary screen; Q9HAT2; SIAE FP-Rh probe binding, fluorescence polarization; inhibition, % at 9.66 µM; actives 0.69% (n = 370,000);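 active means inhibition above a cutoff: mean of compounds within the control limits plus 3 SD of those, cut at about 17% in these data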;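 further: 0% = plate median of compound wells and 100% = probe without SIAE protein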
# TCR-CD3 inh: human TCR-CD3 binding inhibition | TAMRA-labeled TCR probe fluorescence, biochemical | inhibition, % at 9.4 µM | actives 0.37% (n = 360,000) | AID 651800; in the data active means inhibition above about 19%;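 further: recombinant mutant TCR 2C K166C tagged with TAMRA read by polarization; 0% = receptor in buffer alone and 100% = receptor with positive control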
# UHRF1 MBD2 ctr: UHRF1 methyl-DNA binding inhibition | UHRF1 binding to methylated oligo, TR-FRET | inhibition, % at 4.4 µM | actives 0.75% (n = 370,000) | Q96T88; in the data active means inhibition above about 21%;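 further: UHRF1 SRA domain binding a hemimethylated CpG hairpin DNA probe; 0% = median of test compound wells and 100% = reference inhibitor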
# PRMT1 inh: PRMT1 (human) inhibition, primary screen; Q99873; recombinant PRMT1, activity-based probe fluorescence polarization; inhibition, % at 2.79 µM; actives 1.3% (n = 370,000); AID 652257;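 active means inhibition above about 21% made by adding two undisclosed values, limit read from the data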
# TDP2 inh: TDP2 (human) inhibition, absorbance primary screen; O95551; recombinant TDP2, T5PNP hydrolysis, p-nitrophenol absorbance 415 nm; inhibition, % at 12.8 µM; actives 0.34% (n = 370,000); AID 720702;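 active means inhibition above the mean of all tested compounds plus 3 SD, set per campaign, cut at about 25% in these data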;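 further: 0% = DMSO with enzyme and 100% = buffer with substrate but no TDP2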
# Target sequence (O95551 whole entry, looked up): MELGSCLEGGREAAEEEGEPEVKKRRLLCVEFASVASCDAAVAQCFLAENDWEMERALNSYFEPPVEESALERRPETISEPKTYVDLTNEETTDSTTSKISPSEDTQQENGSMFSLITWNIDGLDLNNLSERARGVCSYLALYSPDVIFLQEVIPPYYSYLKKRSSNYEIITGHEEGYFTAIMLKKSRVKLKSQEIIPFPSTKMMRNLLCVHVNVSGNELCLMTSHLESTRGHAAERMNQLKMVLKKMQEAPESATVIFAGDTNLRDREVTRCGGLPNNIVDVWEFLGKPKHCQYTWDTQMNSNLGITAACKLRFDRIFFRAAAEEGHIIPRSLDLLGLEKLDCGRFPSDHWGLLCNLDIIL
#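 test system = human TDP2 enzyme | input = TDP2 enzyme at 120 nM final | medium = 50 mM Tris-HCl pH 7.5 with Mg2+, KCl, DTT, BSA | also added = T5PNP substrate, 5 mM | times = 2 h at 37 °C | technique = epi absorbance | benchmarks = high control without enzyme, low control DMSO plus TDP2 | replication = each compound tested once, singlicate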
# Tn7 DDE FP: disrupts Tn7 cyclic peptide binding to fibrin D-Dimer-E complex; FP displacement of FITC-Tn7 peptide from fibrin DD(E); 0% = median of compound wells per plate; P02675; inhibition, % at 8.3 µM; actives 0.13% (n = 370,000);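 active means inhibition above the mean of compounds falling within the control limits plus 3 SD of them, cut at about 14% in these data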;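 further: 0% = plate median of compound wells and 100% = 10 µM Aha-Tn7 peptide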
# Target sequence (P02675 whole entry, looked up): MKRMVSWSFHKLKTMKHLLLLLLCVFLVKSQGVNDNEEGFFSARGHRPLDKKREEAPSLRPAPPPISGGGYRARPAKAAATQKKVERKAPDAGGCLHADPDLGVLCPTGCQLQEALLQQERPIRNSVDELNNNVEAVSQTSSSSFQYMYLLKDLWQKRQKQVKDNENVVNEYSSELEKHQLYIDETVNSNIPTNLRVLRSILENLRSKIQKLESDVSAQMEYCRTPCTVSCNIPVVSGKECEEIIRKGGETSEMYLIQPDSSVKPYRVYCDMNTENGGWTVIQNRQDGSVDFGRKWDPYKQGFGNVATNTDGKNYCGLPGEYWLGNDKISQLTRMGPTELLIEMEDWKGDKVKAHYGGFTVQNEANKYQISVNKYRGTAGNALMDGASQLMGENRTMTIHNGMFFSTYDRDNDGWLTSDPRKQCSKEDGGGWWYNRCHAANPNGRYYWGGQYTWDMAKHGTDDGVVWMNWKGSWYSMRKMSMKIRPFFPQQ
#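 Assay system: human fibrin DD(E) protein / Input: 2 µM fibrin DD(E) / Benchmarks: high control of 10 µM Aha-Tn7 peptide / Measured by: fluorescence polarization of the labelled Tn7 tracer / Medium: Tris buffer with calcium and detergent, pH 7.8 / Timing: 10 min compound pre-incubation, 3 h probe incubation at room temperature / Repeats: one replicate per compound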
# MBD2 inh: blocks human MBD2 binding to methylated DNA. Q9UBB5. TR-FRET, MBD2 binding to methylated oligonucleotide. inhibition, % at 4.4 µM. actives 0.31% (n = 370,000). AID 686964; in the data active means inhibition above about 13%
# LEDGF integ inh: blocks HIV-1 LEDGF/p75-dependent DNA integration; TR-FRET IN-LEDGF/p75 DNA integration, Eu/Cy5; inhibition, % at 3.7 µM; actives 0.64% (n = 370,000); AID 743269;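 active means inhibition above the screen-wide mean plus 3 SD, cut at about 13% in these data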;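 further: signal is the Cy5 over europium emission ratio at 671 and 618 nm; 0% = plate median of compound wells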
# Tn6 DDE FP: inhibitors of Tn6 peptide binding to human fibrin DD(E); P02675; Fibrin DD(E) TRITC-Tn6 fluorescence polarization displacement; inhibition, % at 8.3 µM; actives 0.21% (n = 370,000); AID 720509;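 active means inhibition above a per-campaign cutoff: mean of compounds within control limits plus 3 SD, cut at about 15% in these data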;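 further: 0% = median of all compound wells on the plate and 100% = blocking peptide control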
# Active calls of the source: *; & = joins results of further samples.
proKLK7 act	SIAE inh	TCR-CD3 inh	UHRF1 MBD2 ctr	PRMT1 inh	TDP2 inh	Tn7 DDE FP	MBD2 inh	LEDGF integ inh	Tn6 DDE FP	canonical_smiles
0.4	-4	2	-1	-5	-7	-7	-4	9	-2	CC(C)C(N)c1csc(NC(=O)Nc2cccc(C(F)(F)F)c2)n1 (stereo unspecified)
-0.1	1	-4	11	-1	-17	-4	-1	-10	-6	O=C(Nc1nnc(-c2ccccc2)o1)c1ccc(Cl)cc1
-0.2	2	-2	-1	3	3	-6	0	0	-12	CCCCNC(=O)c1nc(C2CCN(S(=O)(=O)c3cccc(C(F)(F)F)c3)CC2)oc1-c1cccc(C(F)(F)F)c1
0.8	5	-7	4	4	-5	1	-2	-2	-2	Cc1ccc(N2NC(=O)/C(=C/c3ccc(-c4ccc(Cl)c(C(=O)O)c4)o3)C2=O)cc1C
0.0	0	-4	1	-2	-22	-7	0	3	-11	CCN(Cc1ccc(N(C)C)cc1)C(C)C(=O)Nc1ccc(S(=O)(=O)N2CCCC2)cc1 (stereo unspecified)
0.2	0	2	-1	4	3	1	1	-4	3	COC(=O)c1ccc(-n2cncn2)c(F)c1
0.2	2	7	-2	2	-7	5	0	-1	6	Cc1ccc(NC(=O)CSc2ncc(-c3ccccc3)n2C(=O)c2ccccc2)cc1
0.9	1	1	-2	-5	4	-1	-4	11	10	CC1(C(=O)Nc2cccc3ncccc23)CCN1C(=O)C1(c2ccccc2)CC1 (stereo unspecified)
-0.4	6	0	1	-2	15	-7	-2	1	-1	CCC1CC(CSC(=N)N)OC1=O (stereo unspecified)
0.2	2	0	7	-3	21	0	-1	4	-5	O=C(CCNC(=O)C1CCN(S(=O)(=O)c2ccccc2)CC1)NCc1ccc(Cl)cc1
-0.7	4	0	1	4	-12	-1	0	0	8	Oc1ccccc1N=N/C(=N/Nc1ccccc1O)c1ccccc1
0.6	-2	-7	11	3	2	5	5	-4	3	O=C(Nc1cccc(Cl)c1)N(Cc1nc2ccccc2c(=O)[nH]1)C1CCCC1
-0.1	-6	1	0	2	6	5	1	-2	-7	CCN1/C(=C/C=C2/SC(=Nc3cccc4ncccc34)N(C)C2=O)Sc2ccccc21
1.2	-4	-5	5	0	2	2	4	2	-3	CC(C)c1cc(C(=O)N/N=C/c2cccnc2)cs1
-0.9	-1	-2	0	0	-3	-3	7	-1	6	O=C1OCCC1=COCCOC=C1CCOC1=O
0.1	-5	-2	19	0	5	-1	8	-6	-1	COc1cc(N)c(Cl)cc1C(=O)OCC(=O)N1CCCCCC1
-0.6	0	0	4	-4	-4	-11	4	3	-7	Cc1ccc(N(C(=O)c2csnn2)C(C(=O)NC(C)(C)C)c2cccnc2)cc1C (stereo unspecified)
0.5&0.8	-3&-2	9&-6	-1&0	1&2	-4&-5	-7&0	-6&0	0&-2	-7&-3	COC(=O)C1=C(C)NC(C)=C([N+](=O)[O-])C1c1ccccc1C(F)(F)F (stereo unspecified)
0.1	6	5	-1	0	13	-4	3	1	5	CN(Cc1ccccn1)C(=O)c1ccc2nc(Cc3cccc(Cl)c3)oc2c1
0.2	7	6	3	-3	10	0	3	-1	4	N#CCCn1c(C(C#N)(CCC#N)CCC#N)nc2ccccc21
0.1	-8	1	-2	-2	6	-2	1	1	-12	CCOC(=O)C(C)On1c(-c2cccc(Cl)c2)nc2ccc([N+](=O)[O-])cc21 (stereo unspecified)
-4.3	3	14	2	20	0	-3	3	11	5	CS(=O)(=O)c1ccc2c(c1)sc1nc(=O)c(/C=C3/C=CC(=O)C(O)=C3)c(N)n12
0.9	3	1	-3	1	-2	-3	-6	-2	-8	O=S(=O)(Nc1ccc2c(c1)OCCO2)c1cccc2nsnc12
0.3	4	3	2	4	9	-3	3	-2	-10	CCN(CC)CCNC(=O)CS(=O)Cc1nc(-c2ccc(Cl)cc2)oc1C (stereo unspecified)
0.3	-1	-8	1	3	6	-6	1	-3	1	CCCn1cnc2scc(-c3ccc(C)c(C)c3)c2c1=O
-0.1	-2	4	3	1	8	-7	2	2	0	COCCN(CC(=O)Nc1ccccc1C(F)(F)F)C(=O)/C=C/c1cc(Cl)c2c(c1)OCCO2
-0.9	2	-3	18	2	-8	4	0	-2	6	COCCNC(=O)C1CCC(CNS(=O)(=O)c2ccc(F)cc2)CC1 (stereo unspecified)
0.3	3	2	3	2	-5	-5	1	-1	8	N#CCSc1nnc(Cc2ccc3c(c2)OCO3)o1
0.0	0	4	1	-1	-8	-3	1	-1	-2	O=C(c1ccco1)N1CCN(C(=O)C2CCCN(S(=O)(=O)Cc3ccccc3)C2)CC1 (stereo unspecified)
0.5	2	1	18	-3	-2	-4	3	4	-4	CCc1ccc(C(=O)NNc2ccccc2F)cc1

# 6 structures out of the list, ordered by heavy-atom count, low to high.
proKLK7 act	SIAE inh	TCR-CD3 inh	UHRF1 MBD2 ctr	PRMT1 inh	TDP2 inh	Tn7 DDE FP	MBD2 inh	LEDGF integ inh	Tn6 DDE FP	canonical_smiles
0.2	0	2	-1	4	3	1	1	-4	3	COC(=O)c1ccc(-n2cncn2)c(F)c1
1.2	-4	-5	5	0	2	2	4	2	-3	CC(C)c1cc(C(=O)N/N=C/c2cccnc2)cs1
0.5&0.8	-3&-2	9&-6	-1&0	1&2	-4&-5	-7&0	-6&0	0&-2	-7&-3	COC(=O)C1=C(C)NC(C)=C([N+](=O)[O-])C1c1ccccc1C(F)(F)F (stereo unspecified)
0.3	4	3	2	4	9	-3	3	-2	-10	CCN(CC)CCNC(=O)CS(=O)Cc1nc(-c2ccc(Cl)cc2)oc1C (stereo unspecified)
0.0	0	4	1	-1	-8	-3	1	-1	-2	O=C(c1ccco1)N1CCN(C(=O)C2CCCN(S(=O)(=O)Cc3ccccc3)C2)CC1 (stereo unspecified)
-0.2	2	-2	-1	3	3	-6	0	0	-12	CCCCNC(=O)c1nc(C2CCN(S(=O)(=O)c3cccc(C(F)(F)F)c3)CC2)oc1-c1cccc(C(F)(F)F)c1

# 2 entries from above in another layout:
# Order of results – proKLK7 act, SIAE inh, TCR-CD3 inh, UHRF1 MBD2 ctr, PRMT1 inh, TDP2 inh, Tn7 DDE FP, MBD2 inh, LEDGF integ inh, Tn6 DDE FP
CCN(CC)CCNC(=O)CS(=O)Cc1nc(-c2ccc(Cl)cc2)oc1C (stereo unspecified)
→ 0.3, 4, 3, 2, 4, 9, -3, 3, -2, -10
O=C(CCNC(=O)C1CCN(S(=O)(=O)c2ccccc2)CC1)NCc1ccc(Cl)cc1
→ 0.2, 2, 0, 7, -3, 21, 0, -1, 4, -5

# The results go on.
proKLK7 act	SIAE inh	TCR-CD3 inh	UHRF1 MBD2 ctr	PRMT1 inh	TDP2 inh	Tn7 DDE FP	MBD2 inh	LEDGF integ inh	Tn6 DDE FP	canonical_smiles
1.7	2	-3	0	8	7	6	-6	2	0	COc1cc(C2c3sc(=O)[nH]c3SC3C(=O)N(c4ccc(C)cc4)C(=O)C32)ccc1O (stereo unspecified)
-0.1	-10	5	0	-3	-23	0	-7	2	-2	COc1ccc(CCN(C(=O)C(F)(F)F)C(C(=O)NC2CCCCC2)c2ccc(C)s2)cc1 (stereo unspecified)
-0.6	1	2	-2	1	2	3	3	-1	-3	Cn1nnnc1SCc1cc(=O)[nH]c2ccccc12
0.2	5	-6	-1	1	-1	2	-2	3	4	CCOC(=O)c1oc2ccccc2c1CN1CCN(C(=O)c2ccccc2)CC1
0.2	-3	4	2	9	-15	3	7	-4	-2	CCN(c1ccccc1)S(=O)(=O)c1cccc(C(=O)N(C)CCOc2ccccc2)c1
0.0	-3	-6	-2	-1	1	-3	4	0	8	COc1ccc(OC)c(S(=O)(=O)n2nc(-c3ccccc3)cc2N)c1
3.7	3	2	-1	-2	-14	-1	-4	0	1	CC(C)c1ccc(/C=C/c2ccc(=O)n(C)n2)cc1
0.0	2	0	2	-1	10	-3	6	1	1	COc1ccc(OCC(=O)OCC(=O)Nc2ccc(S(=O)(=O)N3CCCCC3)cc2)cc1
-0.3	-4	-2	6	2	10	-4	10	0	-8	Cc1cccc(-n2c(SCC(N)=O)nc3c(c2=O)C2(CCCC2)Cc2ccccc2-3)c1
-0.6	-2	4	1	1	15	6	1	-2	1	O=C(NCc1ccc2c(c1)OCO2)c1c(Cl)cccc1Cl
0.8	4	6	-3	1	12	0	3	1	-3	Cc1c(S(=O)(=O)Nc2ccc(Oc3ccccc3)cc2)c(=O)n(C)c(=O)n1C
-0.5	-2	2	1	0	5	-3	0	-2	1	CCCCCN(C(=O)CCC(=O)OCC(=O)c1ccc(C(C)(C)C)cc1)c1c(N)n(CCCC)c(=O)[nH]c1=O

# Limited to PRMT1 inh and MBD2 inh (2 entries from above):
Compound | PRMT1 inh | MBD2 inh
Cc1c(S(=O)(=O)Nc2ccc(Oc3ccccc3)cc2)c(=O)n(C)c(=O)n1C | 1 | 3
Cc1cccc(-n2c(SCC(N)=O)nc3c(c2=O)C2(CCCC2)Cc2ccccc2-3)c1 | 2 | 10
